ATXN2 expr inh = Primary qHTS for Inhibitors of ATXN expression; actives 0.72% (n = 360,000); HEK-293 ATXN2-luciferase reporter, luminescence, 24 h; Potency, µM (titrated, usually from 57 µM), for inactives: top-dose activity change, negative = inhibition, hits mostly inhibitors; also: potency is read from the fitted curve at half-maximal effect; % is scaled to controls: 0 for no effect and ±100 for the full control effect; nearly all actives have a fitted effect of over 55% in size
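ATXN2-luciferase reporter cells (luciferase flanked by upstream and downstream ATXN2 gene portions) were treated 24 h at 37 °C with compounds at up to 57 uM. SteadyGlo luminescence gave expression; GF-AFC fluorescence gave viability.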
ATXN viability = Viability Counterscreen for Primary qHTS for Inhibitors of ATXN expression | Potency, µM (top dose mostly 56.7 µM), actives largely listed as cytotoxic | actives 0.49% (n = 400,000) | S2 cells (HEK-293 line with an ATXN2-luciferase reporter) viability, CellTiter-Fluor protease fluorescence, 24 h; also: potency is read from the fitted curve at half-maximal effect; nearly all actives have a fitted effect of over 40% in size
HT1080 IDH1KD tx = qHTS for induction of synthetic lethality in tumor cells producing 2HG: qHTS for the HT-1080-IDH1KD cell line | Potency, µM (highest dose often 46.1 µM), without a hit: at the top dose activity, negative = toxicity, most hits filed as cytotoxic | HT-1080 IDH1 knockdown viability, ATP luminescence, 48 h | actives 2% (n = 360,000) | AID 686971, 2013;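 also: potency is read from the fitted curve at half-maximal effect; 0% = DMSO wells and -100% = cell-free medium wells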
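CellTiter-Glo luminescence after 48 h compound exposure at 37 degrees C of IDH1-knockdown HT-1080 cells in 5% FBS RPMI. %Activity scaled between DMSO wells and cell-free media wells, with curves fitted and assigned curve classes.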
SW480 rereplic = A quantitative high throughput screen for small molecules that induce DNA re-replication in SW480 colon adenocarcinoma cells | SW480 DNA re-replication, Hoechst DNA content imaging, 48 h | Potency, µM (highest dose often 46.1 µM), inactives show at the top dose re-replication activation, actives largely listed as activators | actives 1.8% (n = 340,000); also: potency is read from the fitted curve at half-maximal effect; % of control where 0% means no effect; nearly all actives have a fitted effect of over 55% in size
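DNA re-replication was detected as more nuclei of elevated Hoechst intensity after 48 hr exposure to compound (23 nL pinned per well of 250 cells).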
HepG2 viability = qHTS for Inhibitors of TGF-b: Cytotox Counterscreen; HepG2 CAGA-GFP viability, ATP luminescence, 18 h; Potency, µM (highest dose often 46.1 µM), for inactives: top-dose activity change, negative = cytotoxicity, most hits filed as cytotoxic; actives 0.76% (n = 410,000); also: potency is read from the fitted curve at half-maximal effect; some results filed as inactive show a strong effect at the top dose
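HepG2 CAGA-GFP cells (1000/well, DMEM with 1% FBS) received compound, then TGF-beta at 500 pg/mL final, and were incubated 18 hours at 37 degrees C. Viability was read by CellTiter-Glo luminescence. Media-only wells were set as complete cell-killing and DMSO as no toxicity.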
KB-3-1 cytotox = qHTS assay for MDR1-selective chemotherapeutics: Primary screen using the parental adenocarcinoma cell KB-3-1. KB-3-1 viability, CellTiter-Glo ATP luminescence, 72 h. AID 1347075, 2019. Potency, µM (doses to about 46.1 µM), for the others: at the top dose activity change, negative = cytotoxic, usual class: cytotoxic. actives 1.4% (n = 400,000); also: potency is read from the fitted curve at half-maximal effect; % is scaled to controls: 0 for no effect and ±100 for the full control effect; nearly all actives have a fitted effect of over 60% in size
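Multi-concentration cytotoxicity screen in KB-3-1 cells grown in DMEM lacking phenol red with 10% FBS. After 72 h at 37 °C with compound, ATP-dependent luminescence was recorded.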
MCF10A rereplic = A quantitative high throughput screen for small molecules that induce DNA re-replication in MCF 10a normal breast cells; MCF 10A DNA re-replication, Hoechst nuclear intensity, 48 h; Potency, µM (titrated, usually from 46.1 µM), inactives show top-dose activity, positive = re-replication, usual class: activators; actives 2.9% (n = 350,000); also: potency is read from the fitted curve at half-maximal effect; % of control where 0% means no effect; nearly all actives have a fitted effect of over 50% in size
HT1080-NT tox = qHTS for induction of synthetic lethality in tumor cells producing 2HG: qHTS for the HT-1080-NT fibrosarcoma cell line; AID 686970, 2013; Potency, µM (titrated, usually from 46.1 µM), for the others: at the highest dose activity, negative = less viability, usual class: cytotoxic; HT-1080-NT fibrosarcoma viability, CellTiter-Glo ATP luminescence, 48 h; actives 1.6% (n = 360,000);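 also: NT is the 2HG producing partner of a matched IDH1 knockdown line; potency is read from the fitted curve at half-maximal effect; 0% = DMSO-treated cells and -100% = media-only wells without cells; nearly all actives have a fitted effect of over 55% in size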
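HT-1080-NT fibrosarcoma cells (2HG-overproducing), 750 cells/well in RPMI with 5% FBS, dosed after 2 h and incubated 48 h at 37C. CellTiter-Glo luminescence normalized to DMSO and no-cell wells; concentration-response curves fitted and classed.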
IL1B secr inh = qHTS for Inhibitors of Inflammasome Signaling: IL-1-beta AlphaLISA Primary Screen; activity change, % at 57.5 µM; THP-1 LPS/ATP IL-1B secretion, AlphaLISA, 16 h; stronger effect = lower value; actives 4.7% (n = 360,000); in the data active = activity change below about -50%; inconclusive = mostly about -30% to -49%; also: % is scaled to controls: 0 for no effect and ±100 for the full control effect
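Secreted IL-1B measured by AlphaLISA bead assay after 16 h compound exposure of THP-1 cells; compounds (final up to 57.5 uM) added 1 h before LPS (250 ng/mL) and ATP (1.25 mM) stimulation; lower signal means less secretion.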
The depositor's hits bear a star; i = inactive; ? = inconclusive; · = not tested or not shown; [ ] = another dose, or the depositor's remark. Unless noted, calls follow the shape of the dose curve; as a rule, active = well fitted curve in the direction sought with a large enough effect; inconclusive = small, poorly fitted or top-dose-only effect, or another doubt; inactive = no such curve, though single readings can be large; an effect the other way counts as inactive or inconclusive. Compounds as they come; any-hit rate near 8.9%.

SMILES	ATXN2 expr inh	ATXN viability	HT1080 IDH1KD tx	SW480 rereplic	HepG2 viability	KB-3-1 cytotox	MCF10A rereplic	HT1080-NT tox	IL1B secr inh
CCOC(=O)C1CCN(C(=O)c2ccc(OC3CCN(C(=O)COC)CC3)cc2)CC1	9%	i	-1%	-3%	-6%	18%	-15%	-4%	5
CC(NC(=O)c1cccc(S(=O)(=O)N2CCN(C)CC2)c1)C1CC2CCC1C2 (configuration not stated)	-9%	i	-3%	4%	-14%	-7%	2%	-9%	-7
CCOc1ccc(S(=O)(=O)NCC2CCCO2)c2cccnc12 (configuration not stated)	-4%	i	-6%	-2%	0%	-2%	3%	-2%	38
O=C(CCNc1ccc(F)c(Cl)c1)c1ccco1	?	?	?	?	-88%	1%	?	?	-101*
COc1ccc(C(=O)N=c2sc3c(C)ccc(OC)c3n2C)cc1	112%[activator]	?	16%	11%	-20%	9.2µM*	8%	-1%	37
c1ccc(-c2nc(-c3ccccn3)no2)cc1	4.5µM*	i	10µM*	2%	10µM*	9.2µM*	?	13µM*	22
CNC(=O)c1sc(SC)cc1-c1ccc(Cl)cc1	-9%	i	0%	-2%	-10%	-10%	-11%	1%	-22
Cn1ncc2c(Nc3cccc4ccccc34)ncnc21	2%	i	-11%	-2%[9.22 µM]	-24%	14%	-3%	-2%	3
COc1ccc(NC(=O)C2(c3cccs3)CCOCC2)cc1Cl	-11%	i	·	·	-1%	0%	·	·	·
Cc1cc(C(=O)N/N=C/c2cccs2)n[nH]1	3%	i	1%	-44%[inhibitor]	-5%	1%	7%	3%	-17
Cc1ccc(C(O)c2ncc(-c3ccc4ccccc4c3)[nH]2)cc1 (configuration not stated)	16%	i	14%	·	-25%	0%	·	-10%	17
CCc1ccccc1NC(=O)CN(C)Cc1nc(N)nc(Nc2ccccc2C)n1	-1%	i	7%	6%	-5%	-7%	4%	4%	5
CCOC(=O)c1cc(C(C)(C)C)oc1CNC(=O)c1c(C)oc2c1CCCC2	-5%	i	-18%	20%	-6%	-11%	21µM*	-5%	-5
COC(=O)Cc1cc(=O)n2[nH]c(C)c(-c3ccccc3)c2n1	1%	i	13%	-4%	3%	7%	14%	-1%	-1
C/C(=N\O)C(=O)NCc1ccccn1	8%	?	9%	-2%	5%	19%	0%	11%	17
Cc1ccc(C)c(N2CCN(C(=O)CCS(=O)(=O)c3cccc4nonc34)CC2)c1	-25%	i	-8%	-4%	-19%	-2%	11%	-12%	17
CCOc1ccc2c(C)c(C)c(=O)oc2c1OCC	-1%	i	-2%	-1%	-25%	9%	?	-7%	-11
CC1=C(C(=O)Nc2cc(-c3cccc(F)c3)[nH]n2)C2(CCCCC2)OC1=O	-11%	i	-21%	5%	-14%	-9%	13%	-11%	29
O=C(NCc1c(Cl)cccc1Cl)c1[nH]c(C(F)(F)F)nc1-c1ccccc1	-8%	i	-12%	·	-14%	0%	·	-11%	10
CCOC(=O)c1c(NC(=O)Nc2ccc(C)cc2)sc2c1CCN(C)C2	-2%	·	19%	18µM*	-18%	-16%	?	-7%	·
COc1cccc(C2=NNC(=NCc3ccccc3)SC2)c1	6%	i	-29%	14%	1%	4%	21%	-7%	-7
O=C(N/N=C/c1cccs1)c1cc(C2CC2)nc2ccccc12	?	i	?	18µM*	-34%	18µM*	8.2µM*	?	58
O=C(NC(Cc1ccccc1)C(=O)NC(Cc1ccccc1)C(=O)O)c1ccccc1 (configuration not stated)	23%	i	15%	-4%	2%	10%	-44%[inhibitor]	16%	31
COc1ccccc1Cn1c(SCC(N)=O)nc2c(oc3ccccc32)c1=O	-6%	i	-1%	3%	1%	1%	2%	1%	-25
O=C1Nc2ccccc2C(=O)N2[C@H](c3ccccc3)[C@@H]3C(=O)N(Cc4ccccc4)C(=O)[C@@H]3[C@H]12	-15%	i	0%	2%	-17%	-11%	-3%	1%	4

Three entries picked at random from the list so far:
SMILES	ATXN2 expr inh	ATXN viability	HT1080 IDH1KD tx	SW480 rereplic	HepG2 viability	KB-3-1 cytotox	MCF10A rereplic	HT1080-NT tox	IL1B secr inh
COc1ccc(NC(=O)C2(c3cccs3)CCOCC2)cc1Cl	-11%	i	·	·	-1%	0%	·	·	·
Cc1ccc(C(O)c2ncc(-c3ccc4ccccc4c3)[nH]2)cc1 (configuration not stated)	16%	i	14%	·	-25%	0%	·	-10%	17
CC1=C(C(=O)Nc2cc(-c3cccc(F)c3)[nH]n2)C2(CCCCC2)OC1=O	-11%	i	-21%	5%	-14%	-9%	13%	-11%	29

Next results.
SMILES	ATXN2 expr inh	ATXN viability	HT1080 IDH1KD tx	SW480 rereplic	HepG2 viability	KB-3-1 cytotox	MCF10A rereplic	HT1080-NT tox	IL1B secr inh
CCOC(=O)CN1CC23C=CC(O2)C(C(=O)O)C3C1=O (configuration not stated)	7%	i	11%	-11%	2%	11%	0%	10%	14
CC(=O)C12OC1CC1C3CCC4=CC(=O)CCC4(C)C3CCC12C (configuration not stated)	-17%	i	0%	-4%	-15%	-3%	0%	22%	?
Cc1ccc(C(=O)CSc2ccc(-c3ccncc3)nn2)cc1	9%	i	1%	3%	12%	-2%	6%	4%	36
Cc1cc(NS(=O)(=O)c2ccc(NC(=O)CSc3nc4sc(C)c(C)c4c(=O)[nH]3)cc2)no1	·	i	-1%	-92%[inhibitor]	32%	5%	-6%	-1%	3
O=[N+]([O-])c1cc(S(=O)(=O)N2CCOCC2)ccc1OCc1ccccc1C(F)(F)F	4%	i	-9%	-3%	11%	7%	-2%	-13%	3
O=C(Nc1nnc(C2CC2)s1)c1cc(-c2ccccc2)nn1-c1ccccc1	-7%	i	-7%	-9%	6%	?	?	0%	-16
C[C@@H]1CN([C@H](C)CO)C(=O)CCCn2nncc2CO[C@H]1CN(C)Cc1ccc(Cl)c(Cl)c1	-30%	i	1%	·	-52%	-7%	·	1%	-16
Cc1cc2nc(/N=C(\N)NC(=O)C(C)C)nc(C)c2cc1C	-24%	?	-15%	28%	0%	15µM*	-3%	-25%	-93*
Cc1nc(C(=O)Nc2cccc(Cl)c2Cl)nn1-c1cc(OC(C)C)c(Cl)cc1Cl	3%	i	0%	24%	-7%	-14%	31%	-2%	0
COc1ccc2c(c1)c(N=NC(N)=S)c(O)n2CC(=O)c1ccccc1	-20%	i	9%	-4%	-7%	3%	-1%	13%	-17
Cc1nc(SCC(=O)Nc2nc3ccccc3s2)n[nH]1	11%	i	-4%	-2%	-6%	-14%	8%	-16%	21
Cc1cccc2sc(NC(=O)CSc3nc4ccccc4o3)nc12	·	·	-21%	-18%	-1%	-3%	9%	0%	31
NC(=O)c1cc(S(=O)(=O)NCCc2ccccc2)cs1	·	?	9%	-9%	1%	-3%	-7%	-3%	14
CCN(CC)C(=O)CSc1nnc2c3ccccc3n(C)c2n1	3%	i	8%	-4%	-8%	17%	0%	1%	18
O=C(NN1C(=O)NC2(CCCCC2)C1=O)c1cc2cc(Cl)ccc2o1	12%	?	11%	1%	2%	-10%	26%	8%	0
CCOc1ccc(C2C(C(=O)/C=C/c3ccco3)=C(O)C(=O)N2CCN2CCOCC2)cc1OC (configuration not stated)	3%	?	0%	1%	-26%	1%	-4%	-2%	41
CC(C)(C)NC(=O)NC(=O)CSc1ccc(S(=O)(=O)N2CCOCC2)cn1	2%	i	2%	-10%	-7%	-3%	4%	-9%[9.24 µM]	9
Cc1[nH]c(=O)c(C#N)c(C)c1CCC(=O)NCc1cccc(C(F)(F)F)c1	-15%	i	-2%	-3%	-11%	8%	-1%	12%	-9
COc1ccc(CCN2C(=O)CC(N3CCN(S(=O)(=O)c4ccccc4)CC3)C2=O)cc1 (configuration not stated)	-3%	i	1%	-8%	8%	-3%	0%	-8%	0
CC(C)C[C@H](NC(=O)N1CCn2c1nc1ccccc12)C(=O)NC1CCCCC1	8%	i	7%	-12%	-1%	15%	-3%	-2%	-13
O=C(Nc1ccc(F)c(Cl)c1)C1CC(=O)N(Cc2ccco2)C1 (configuration not stated)	-3%	i	-1%	-3%	4%	1%	1%	6%	-1
O=C(/C=C/c1ccccc1)Nc1nc2n(n1)C(c1ccc(F)cc1)C=C(c1ccccc1)N2 (configuration not stated)	1%	i	·	·	-22%	-4%	·	·	·
CCS(=O)(=O)N1CCN(S(=O)(=O)c2ccc(S(=O)(=O)NC3CC3)cc2)CC1	-5%	i	6%	-11%	-3%	16%	0%	19%	8
COc1ccc(N2CCN(Cc3nc(-c4ccc(Cl)cc4Cl)no3)CC2)cc1	-11%	i	?	1%	-18%	-15%	27%	-1%[9.24 µM]	8
CCOc1cc(CN2CCN(CCOCCO)CC2)ccc1OC	-1%	i	-2%[9.24 µM]	1%	5%	-2%	1%	-2%	5
CC1(c2ccccc2)NC(=O)N(CC(=O)Nc2ccc(S(=O)(=O)NC3=NCCCCC3)cc2)C1=O (configuration not stated)	-1%	i	-4%	5%	-19%	-3%	1%	-4%	-3
O=C(c1ccc(Cl)c(S(=O)(=O)N2CCCCCC2)c1)N1CCOCC1	-34%	i	5%	1%	1%	-1%	0%	7%	-2
C[C@H]1CN([C@@H](C)CO)C(=O)c2cc(Br)cnc2O[C@H]1CN(C)C(=O)c1cccnc1	7%	i	10%	·	-14%	13%	·	11%	28
C=CCc1c(C)nc(C)nc1N/N=C/c1ccc(N(C)C)cc1	-20%	i	-8%	29%	-53%	?	0%	-15%	20
CC1CN(c2ccc([N+](=O)[O-])c(NCCOc3ccc(Cl)cc3)c2)CC(C)N1 (configuration not stated)	·	·	?	-9%	14µM*	-2%	10%	?	-27
